MEP2 TOR yeast: yeast TOR pathway MEP2-GFP modulation | GFP response vs DMSO, % at 10 µM | S. cerevisiae MEP2-GFP strain, flow cytometry GFP, 3 h; 100% = DMSO control level | 330,000 tested, 0.51% active;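 active = GFP response versus DMSO above a set limit, roughly screen mean plus 3 SD, cut at about 180% in these data; inconclusive = fewer than 70 cells counted for a yeast strain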;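 also: median GFP fluorescence of the barcode-gated MEP2-GFP cells per well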
GASC-1 inh: inhibitors of human GASC-1 (JMJD2C) demethylase; Q9H3R0; 330,000 tested, 0.069% active; inhibition, % at 2.35 µM; GST-JMJD2C(1-420) H3K9me3 demethylation, DELFIA europium;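 active = more than half of a compound's replicate wells show inhibition beyond 50%, single wells judged on their own value; inconclusive = some, but no more than half, of replicates pass 50% inhibition; inactive = no replicate passes 50% inhibition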;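 also: signal counts dimethyl H3K9 product captured on neutravidin plate; 0% = median of DMSO wells and 100% = 0.3 times that DMSO median; strong numbers were not always called active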
GRK2 aptamer HTS: blocks RNA aptamer binding to human GRK2; P25098; bead flow cytometry, FAM-aptamer displacement from GRK2; inhibition of aptamer binding, % at 10 µM; 330,000 tested, 0.59% active;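 active = inhibition of aptamer binding above 40%, roughly 3 SD of noise, on plates passing a quality check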;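 also: median bead fluorescence of bound FAM aptamer so fluorescent compounds give negative values; no value below 0 was filed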
CIT2-GFP yeast: alters CIT2-GFP fluorescence in TOR pathway yeast screen; S. cerevisiae CIT2-GFP strain, flow cytometry, 3 h; 100 means same as DMSO wells; GFP response vs DMSO, % at 10 µM; 320,000 tested, 0.065% active; AID 2029;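 active = GFP response relative to DMSO above a set limit, near the screen mean plus 3 SD, cut at about 150% in these data; inconclusive = Fewer than 70 cells measured for a yeast strain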;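 also: ratio of well median GFP fluorescence to mean of DMSO wells on the plate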
RPL19A TOR yeast: alters RPL19A-GFP fluorescence in TOR pathway yeast screen | S. cerevisiae RPL19A-GFP strain, flow cytometry, 3 h; hits give low values | percent response vs DMSO, % at 10 µM | 330,000 tested, 0.3% active | AID 2025;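 active = percent response vs DMSO below 50%; inconclusive = fewer than 70 events counted for the yeast strain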;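 also: median channel GFP fluorescence of the barcoded RPL19A-GFP strain; ratio of sample median GFP to plate DMSO average so 100% = DMSO; lower means less RPL19A-GFP as with rapamycin TOR inhibition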
VLA-4 inh: inhibition in a human VLA-4 binding assay | P13612 | VLA-4 expressing cells, ligand binding flow cytometry | inhibition, % (about 7 µM as worked out from the volumes in the protocol) | 330,000 tested, 0.2% active | AID 2557; in the data active = inhibition above about 50%
Target sequence (P13612 whole entry, looked up): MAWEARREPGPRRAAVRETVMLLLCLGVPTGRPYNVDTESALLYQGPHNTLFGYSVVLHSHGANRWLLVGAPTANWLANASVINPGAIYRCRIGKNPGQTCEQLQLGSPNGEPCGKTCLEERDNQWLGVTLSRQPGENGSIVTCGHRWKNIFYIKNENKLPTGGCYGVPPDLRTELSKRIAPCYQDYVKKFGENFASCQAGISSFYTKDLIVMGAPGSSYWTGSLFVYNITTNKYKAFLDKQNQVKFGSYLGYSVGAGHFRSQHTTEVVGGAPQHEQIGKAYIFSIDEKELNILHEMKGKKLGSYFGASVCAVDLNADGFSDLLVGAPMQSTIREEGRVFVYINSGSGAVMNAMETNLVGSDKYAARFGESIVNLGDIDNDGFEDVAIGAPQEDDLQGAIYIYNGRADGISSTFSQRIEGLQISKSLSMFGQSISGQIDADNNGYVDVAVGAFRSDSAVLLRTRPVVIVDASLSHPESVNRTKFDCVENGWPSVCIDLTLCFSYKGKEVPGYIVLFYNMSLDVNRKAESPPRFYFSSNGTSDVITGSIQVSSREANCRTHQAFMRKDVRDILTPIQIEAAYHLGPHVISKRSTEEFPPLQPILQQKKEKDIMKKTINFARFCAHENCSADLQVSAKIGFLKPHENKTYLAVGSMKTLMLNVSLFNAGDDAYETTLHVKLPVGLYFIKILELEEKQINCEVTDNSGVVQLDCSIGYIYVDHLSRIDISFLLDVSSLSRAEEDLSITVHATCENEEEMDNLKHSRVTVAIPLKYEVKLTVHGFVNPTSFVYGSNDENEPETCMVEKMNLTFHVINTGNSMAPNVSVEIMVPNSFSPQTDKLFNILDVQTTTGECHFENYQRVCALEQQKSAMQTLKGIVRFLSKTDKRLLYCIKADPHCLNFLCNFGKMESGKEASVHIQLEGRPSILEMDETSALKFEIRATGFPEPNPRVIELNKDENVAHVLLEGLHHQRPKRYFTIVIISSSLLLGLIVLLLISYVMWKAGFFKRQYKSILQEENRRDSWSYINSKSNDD
LAP4 TOR yeast: yeast TOR pathway LAP4-GFP modulation. S. cerevisiae LAP4-GFP multiplex, flow cytometry GFP, 3 h; median GFP as percent of DMSO wells. GFP response vs DMSO, % at 10 µM. 320,000 tested, 0.34% active;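 active = GFP response vs DMSO above a set limit, about the screen mean plus 3 SD, cut at about 150% in these data; inconclusive = under 70 cell events counted for the yeast strain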
AGP1 TOR yeast: yeast TOR pathway AGP1-GFP modulation. AID 2066. 320,000 tested, 0.02% active. S. cerevisiae AGP1-GFP multiplex flow cytometry, 3 h; GFP as percent of DMSO wells. GFP response vs DMSO, % at 10 µM;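 active = GFP response relative to DMSO above a set limit, near screen average plus 3 SD, cut at about 150% in these data; inconclusive = fewer than 70 cells counted for the yeast strain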;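 also: median GFP channel fluorescence of the gated AGP1 strain per well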
An asterisk follows results filed as active; [ ] = remark or other dose.

Results for COc1cc(NC(=O)CSc2nnc(-c3ccncc3)o2)cc(OC)c1OC ?
MEP2 TOR yeast: 93.9; GASC-1 inh: 1.4; GRK2 aptamer HTS: 0.0; CIT2-GFP yeast: 99.8; RPL19A TOR yeast: 101.5; VLA-4 inh: -23.4; LAP4 TOR yeast: 91.1; AGP1 TOR yeast: 99.8

How did Cc1[nH]c(C)c(S(=O)(=O)NCc2ccc(F)cc2)c1C(=O)N1CCCC1 do in these assays?
MEP2 TOR yeast: 437.7*[may fluoresce violet]; GASC-1 inh: 10.4; GRK2 aptamer HTS: 0.0; CIT2-GFP yeast: inconclusive; RPL19A TOR yeast: 47.1*[may fluoresce violet]; VLA-4 inh: 29.6; LAP4 TOR yeast: 120.3[may fluoresce violet]; AGP1 TOR yeast: inconclusive

What do the screens show for `CNC(=S)N/N=C(\C)c1ccccc1`?
MEP2 TOR yeast: 98.2; GASC-1 inh: -0.7; GRK2 aptamer HTS: 3.0; CIT2-GFP yeast: 94.2; RPL19A TOR yeast: 97.0; VLA-4 inh: 1.1; LAP4 TOR yeast: 117.8; AGP1 TOR yeast: 106.7

What do the screens show for `CCN(CC)CCNC(=O)c1ccc(NC(=O)c2ccc(C(=O)c3ccccc3)cc2)cc1`?
MEP2 TOR yeast: 109.8; GASC-1 inh: -7.5; GRK2 aptamer HTS: 0.0; CIT2-GFP yeast: 103.8; RPL19A TOR yeast: 100.7; VLA-4 inh: -1.1; LAP4 TOR yeast: 101.5; AGP1 TOR yeast: 101.7

How did O=C(COCCOCC(=O)N(c1ccccn1)C1CCCCC1)N(c1ccccn1)C1CCCCC1 do in these assays?
MEP2 TOR yeast: 100.8; GASC-1 inh: 28.1; GRK2 aptamer HTS: 0.0; CIT2-GFP yeast: 97.4; RPL19A TOR yeast: 95.6; VLA-4 inh: -5.8; LAP4 TOR yeast: 97.9; AGP1 TOR yeast: 95.8

Results for O=C(COC(=O)c1cnc(Cl)c(Cl)c1)NCc1ccc2c(c1)OCO2 ?
MEP2 TOR yeast: 101.1; GASC-1 inh: -1.5; GRK2 aptamer HTS: 0.0; CIT2-GFP yeast: 101.5; RPL19A TOR yeast: 94.4; VLA-4 inh: 18.9; LAP4 TOR yeast: 93.5; AGP1 TOR yeast: 94.5

How did COc1ccc(N2CCN(c3ccc(NC(=O)/C=C\C(=O)O)cc3)CC2)cc1 do in these assays?
MEP2 TOR yeast: 103.2; GASC-1 inh: 2.2; GRK2 aptamer HTS: 0.0; CIT2-GFP yeast: 100.8; RPL19A TOR yeast: 105.5; VLA-4 inh: 11.7; LAP4 TOR yeast: 104.0; AGP1 TOR yeast: 99.0

How did COc1ccc(CC(=O)Nc2cc(=O)n(C)c(=O)n2C)cc1 do in these assays?
MEP2 TOR yeast: 102.3; GASC-1 inh: -6.7; GRK2 aptamer HTS: 4.0; CIT2-GFP yeast: 101.4; RPL19A TOR yeast: 96.0; VLA-4 inh: 8.6; LAP4 TOR yeast: 96.2; AGP1 TOR yeast: 100.5

How did O=C(CCN1CCN(Cc2ccccc2)CC1)Nc1ccccc1Cl do in these assays?
MEP2 TOR yeast: 104.1; GASC-1 inh: 2.1; GRK2 aptamer HTS: 1.0; CIT2-GFP yeast: 93.1; RPL19A TOR yeast: 96.8; VLA-4 inh: 10.3; LAP4 TOR yeast: 96.0; AGP1 TOR yeast: 100.2

Results for O=C(c1ccco1)N1CCN(CC(O)COc2ccc(Br)cc2)CC1 (stereo not drawn) ?
MEP2 TOR yeast: 105.1; GASC-1 inh: 8.5; GRK2 aptamer HTS: 0.0; CIT2-GFP yeast: 100.7; RPL19A TOR yeast: 101.2; VLA-4 inh: 9.5; LAP4 TOR yeast: 100.6; AGP1 TOR yeast: 105.3

What do the screens show for `Cc1cc(C)c2nc(C(F)(F)F)nc(NCCCN3CCOCC3)c2c1`?
MEP2 TOR yeast: 106.4; GASC-1 inh: -3.8; GRK2 aptamer HTS: 0.0; CIT2-GFP yeast: 105.3; RPL19A TOR yeast: 108.7; VLA-4 inh: 8.8; LAP4 TOR yeast: 104.5; AGP1 TOR yeast: 110.6

What do the screens show for `Cc1nc2ccc(NC(=O)CCS(=O)(=O)c3ccccc3)cc2s1`?
MEP2 TOR yeast: 99.3; GASC-1 inh: 3.2; GRK2 aptamer HTS: 1.0; CIT2-GFP yeast: 100.1; RPL19A TOR yeast: 99.7; VLA-4 inh: 9.2; LAP4 TOR yeast: 88.2; AGP1 TOR yeast: 99.0

What do the screens show for `O=C(NCCN1CCCCC1)c1cc(OCC(F)(F)F)ccc1OCC(F)(F)F`?
MEP2 TOR yeast: 100.0; GASC-1 inh: 14.2; GRK2 aptamer HTS: 0.0; CIT2-GFP yeast: 96.8; RPL19A TOR yeast: 97.4; VLA-4 inh: -3.1; LAP4 TOR yeast: 96.9; AGP1 TOR yeast: 97.2

What do the screens show for `CCc1ccc(C(O)(CC(C)C)C(CN2CCOCC2)c2ccccc2)cc1` (stereo not drawn)?
MEP2 TOR yeast: 110.2; GASC-1 inh: 1.7; GRK2 aptamer HTS: 0.0; CIT2-GFP yeast: 99.8; RPL19A TOR yeast: 109.8; VLA-4 inh: 16.3; LAP4 TOR yeast: 110.3; AGP1 TOR yeast: 104.6

How did CCO[C@H]1OC(C(=O)N2CCN(Cc3ccc4c(c3)OCO4)CC2)=C[C@@H](c2ccccc2)[C@@H]1CCCO do in these assays?
MEP2 TOR yeast: 94.2; GASC-1 inh: 5.9; GRK2 aptamer HTS: 0.0; CIT2-GFP yeast: 73.0; RPL19A TOR yeast: 95.8; VLA-4 inh: 8.3; LAP4 TOR yeast: 128.0; AGP1 TOR yeast: 80.3

What do the screens show for `COc1cc(SC)ccc1C(=O)Nc1ccc(Cl)cn1`?
MEP2 TOR yeast: 98.6; GASC-1 inh: 13.6; GRK2 aptamer HTS: 0.0; CIT2-GFP yeast: 92.0; RPL19A TOR yeast: 94.8; VLA-4 inh: 9.1; LAP4 TOR yeast: 105.2; AGP1 TOR yeast: 98.8

What do the screens show for `CC(=O)Nc1ccc(NC(=O)CCCSc2nc3ccccc3[nH]2)cc1`?
MEP2 TOR yeast: 96.8; GASC-1 inh: -0.1; GRK2 aptamer HTS: 0.0; CIT2-GFP yeast: 103.0; RPL19A TOR yeast: 99.5; VLA-4 inh: 4.1; LAP4 TOR yeast: 94.4; AGP1 TOR yeast: 92.7

Results for COc1ccc(CC(=O)N(C)CC(=O)Nc2ccc(F)cc2)cc1S(=O)(=O)N1CCOCC1 ?
MEP2 TOR yeast: 87.8; GASC-1 inh: 0.4; GRK2 aptamer HTS: 0.0; CIT2-GFP yeast: 95.5; RPL19A TOR yeast: 96.7; VLA-4 inh: -3.8; LAP4 TOR yeast: 96.2; AGP1 TOR yeast: 98.8

How did CC(C)(C)NC(=S)NNC(=O)c1ccncc1 do in these assays?
MEP2 TOR yeast: 85.2[may fluoresce red]; GASC-1 inh: -5.7; GRK2 aptamer HTS: 0.0; CIT2-GFP yeast: 90.1[may fluoresce red]; RPL19A TOR yeast: inconclusive; VLA-4 inh: 6.9; LAP4 TOR yeast: 83.5[may fluoresce red]; AGP1 TOR yeast: 84.8[may fluoresce red]

How did CN(Cc1cn[nH]c1-c1cc2ccccc2o1)CC1CCOCC1 do in these assays?
MEP2 TOR yeast: 104.5; GASC-1 inh: -21.9; GRK2 aptamer HTS: 0.0; CIT2-GFP yeast: 98.0; RPL19A TOR yeast: 96.0; VLA-4 inh: 7.8; LAP4 TOR yeast: 100.7; AGP1 TOR yeast: 92.6

How did O=C(N1CCOCC1)N1CCN(C(c2ccccc2)c2ccccc2)CC1 do in these assays?
MEP2 TOR yeast: 107.3; GASC-1 inh: 2.0; GRK2 aptamer HTS: 0.0; CIT2-GFP yeast: 101.5; RPL19A TOR yeast: 103.5; VLA-4 inh: 2.3; LAP4 TOR yeast: 105.6; AGP1 TOR yeast: 107.1

How did CCC(=O)Nc1c(C(=O)N2CCN(c3ccccn3)CC2)cnn1-c1ccc(Cl)cc1 do in these assays?
MEP2 TOR yeast: 91.7; GASC-1 inh: -2.1; GRK2 aptamer HTS: 0.0; CIT2-GFP yeast: 98.3; RPL19A TOR yeast: 96.2; VLA-4 inh: 16.6; LAP4 TOR yeast: 91.2; AGP1 TOR yeast: 95.0

What do the screens show for `C[C@@H](NC(=O)OC(C)(C)C)c1nnc(S(=O)(=O)Cc2ccccc2)o1`?
MEP2 TOR yeast: 114.3; GASC-1 inh: -17.3; GRK2 aptamer HTS: 12.0; CIT2-GFP yeast: 84.6; RPL19A TOR yeast: 103.7; VLA-4 inh: 18.5; LAP4 TOR yeast: 108.7; AGP1 TOR yeast: 97.0

What do the screens show for `CCN1CCN(C(CNS(=O)(=O)c2ccc(OC)cc2)c2cccnc2)CC1` (stereo not drawn)?
MEP2 TOR yeast: 99.4; GASC-1 inh: 2.4; GRK2 aptamer HTS: 2.0; CIT2-GFP yeast: 110.4; RPL19A TOR yeast: 104.3; VLA-4 inh: -5.6; LAP4 TOR yeast: 89.7; AGP1 TOR yeast: 92.9

How did O=C(O)c1ccc2c(c1)c1c3n2CCNC3CCC1 (stereo not drawn) do in these assays?
MEP2 TOR yeast: 107.8; GASC-1 inh: -7.4; GRK2 aptamer HTS: 0.0; CIT2-GFP yeast: 103.8; RPL19A TOR yeast: 104.8; VLA-4 inh: -2.8; LAP4 TOR yeast: 102.9; AGP1 TOR yeast: 105.0

Results for COc1ccc(C(=O)CC(=O)C(=O)Nc2ccc(OC)c(Cl)c2)cc1 ?
MEP2 TOR yeast: 98.4; GASC-1 inh: -3.8; GRK2 aptamer HTS: 0.0; CIT2-GFP yeast: 89.1; RPL19A TOR yeast: 101.8; VLA-4 inh: 13.5; LAP4 TOR yeast: 96.7; AGP1 TOR yeast: 96.3

How did COC(=O)C(CCSC)NC(=O)c1cc2c(n(-c3ccccc3)c1=O)CC(C)(C)CC2=O (stereo not drawn) do in these assays?
MEP2 TOR yeast: 103.4; GASC-1 inh: -13.8; GRK2 aptamer HTS: 1.0; CIT2-GFP yeast: 102.7; RPL19A TOR yeast: 104.0; VLA-4 inh: 4.9; LAP4 TOR yeast: 101.8; AGP1 TOR yeast: 101.2

Results for CCc1nnc(SCC(=O)Nc2ccc(NC(C)=O)cc2)n1-n1cccc1 ?
MEP2 TOR yeast: 85.0; GASC-1 inh: 15.4; GRK2 aptamer HTS: 0.0; CIT2-GFP yeast: 91.4; RPL19A TOR yeast: 90.6; VLA-4 inh: -5.5; LAP4 TOR yeast: 95.0; AGP1 TOR yeast: 98.0

How did Cc1cc(OCC(=O)N2CCC[C@@H]2C(=O)O)c2c(C)c(C)c(=O)oc2c1 do in these assays?
MEP2 TOR yeast: 109.4; GASC-1 inh: -1.1; GRK2 aptamer HTS: 0.0; CIT2-GFP yeast: 98.2; RPL19A TOR yeast: 98.7; VLA-4 inh: 19.2; LAP4 TOR yeast: 105.8; AGP1 TOR yeast: 102.9

Results for Cc1ccc(CC2CC(=O)N(CC(=O)O)C2=O)cc1 (stereo not drawn) ?
MEP2 TOR yeast: 111.0; GASC-1 inh: -12.0; GRK2 aptamer HTS: 4.0; CIT2-GFP yeast: 100.5; RPL19A TOR yeast: 103.7; VLA-4 inh: -2.0; LAP4 TOR yeast: 105.0; AGP1 TOR yeast: 104.4

How did CN1CCN(C(=O)c2ccc(-c3cccs3)s2)CC1 do in these assays?
MEP2 TOR yeast: 90.8; GASC-1 inh: -21.1; GRK2 aptamer HTS: 0.0; CIT2-GFP yeast: 101.2; RPL19A TOR yeast: 94.8; VLA-4 inh: 8.8; LAP4 TOR yeast: 100.3; AGP1 TOR yeast: 102.2

Assay outcomes as filed in PubChem BioAssay.
